Diaphorase inh = diaphorase inhibition or chemical oxidation counter-screen. inhibition, % at 20 µM. 190,000 compounds, 0.69% hits. AID 1217. diaphorase resazurin-to-resorufin fluorescence, NADH, 16 min; bacterial (C. kluyveri) enzyme, not human;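 active means primary screen inhibition at 20 µM above a set limit, cut at about 50% in these data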;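 further: plate controls were DMSO with full reaction for no effect and wells lacking NADH for full effect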
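System: Bacterial diaphorase enzyme (C. kluyveri) | Incubation: 16-min room-temperature incubation before reading | Benchmarks: No-NADH positive control and DMSO neutral control | Measured by: Resorufin fluorescence 544/590 nm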
STAT1 act = increases IFN-gamma driven STAT1 reporter signal | NIH 3T3 STAT1-luciferase reporter, luminescence; 100% = IFN-gamma alone, no compound | activation (% of control), % at 5.5 µM | 200,000 compounds, 2.6% hits | AID 932;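 active means activation above the screen-wide mean activation plus 3 SD, cut at about 130% in these data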;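 further: raw ratio to IFN-gamma control signal so 100% means no change and 0% no light; values of inactives mirror those of a sister screen read the other way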
TLR4-MyD88 BLA = inhibitors of human TLR4-MyD88 binding | HeLa CL3-4 TLR4/MyD88 BLA complementation, FRET ratio | 200,000 compounds, 0.18% hits | O00206+Q99836 | AID 861 | inhibition, % at 8.4 µM; in the data active means inhibition above about 25%;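 further: 0% = vehicle and 100% = reference inhibitor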
FLuc inh counter = counter-screen for luciferase assay inhibitors: firefly luciferase inhibition; P08659; ATPLite firefly luciferase biochemical luminescence, 10 min; inhibition, % at 10 µM; 200,000 compounds, 1.5% hits;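 active means inhibition above about 50% when tested at 10 µM, limit read from the data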
Target sequence (P08659 whole entry, looked up): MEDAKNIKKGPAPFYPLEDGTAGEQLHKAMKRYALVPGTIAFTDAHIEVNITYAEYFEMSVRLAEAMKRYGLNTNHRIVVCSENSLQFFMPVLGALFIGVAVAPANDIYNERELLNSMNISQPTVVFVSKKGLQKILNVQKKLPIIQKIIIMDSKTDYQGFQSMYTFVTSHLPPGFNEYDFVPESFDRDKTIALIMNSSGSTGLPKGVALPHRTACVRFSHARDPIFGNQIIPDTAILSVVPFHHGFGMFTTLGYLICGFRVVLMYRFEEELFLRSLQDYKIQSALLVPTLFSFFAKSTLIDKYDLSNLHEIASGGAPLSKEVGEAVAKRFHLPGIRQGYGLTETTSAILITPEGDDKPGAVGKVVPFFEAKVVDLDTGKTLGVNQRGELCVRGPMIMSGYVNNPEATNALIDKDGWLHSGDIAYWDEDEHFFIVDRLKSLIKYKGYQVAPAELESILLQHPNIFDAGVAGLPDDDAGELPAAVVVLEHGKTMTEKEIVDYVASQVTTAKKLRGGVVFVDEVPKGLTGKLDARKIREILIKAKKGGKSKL
FLuc stim CS = firefly luciferase counter-screen for stimulation assays; P08659; ATPlite luciferase biochemical, luminescence, 10 min; 0 = ATP-free wells, 1 = DMSO control; activation factor at 10 µM; 200,000 tested, under 10 active;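 active means luciferase activation factor, scaled between plate controls, of at least 2 with compound at 10 µM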
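Assay system: Luciferase/luciferin detection reagent, cell-free biochemical luciferase assay / Also added: ATP substrate / Schedule: 10 min at ambient temperature / Measured by: luminescence measurement of luciferase light output / Benchmarks: low control with PBS replacing ATP, high control enzyme plus ATP without compound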
Diaph act CS = counter-screen for diaphorase-based assays: diaphorase activators and chemical reducers. Diaphorase/resazurin coupled assay, resorufin fluorescence, 16 min; hits give high values; 1 = vehicle wells, 0 = NADH-free wells. activation factor at 20 µM. 190,000 compounds, 0.005% hits. AID 1229;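 active means diaphorase activity raised at least twofold by the compound at 20 µM; inactive means activation factor below 2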
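Material: Clostridium kluyveri diaphorase, purified enzyme; Quantity: enzyme 0.07 U/mL final; Medium: HEPES pH 7.4 buffer with MgCl2 and Tween 20; Dosing: single compound dose of 20 µM, 1% DMSO final; Schedule: 16 min reaction at room temperature; Measured by: red resorufin fluorescence at 544/590 nm excitation/emission.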
APP 5'UTR act = activates APP 5'UTR luciferase reporter; SH-SY5Y APP 5'UTR luciferase reporter, luminescence; zero percent = DMSO vehicle wells; activation, % at 2 µM; 190,000 compounds, 1% hits;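 active means activation above a set limit, based on mean plus 3 SD of controls, cut at about 140% in these data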; further: values of inactives mirror those of a sister screen read the other way
NF-kB expr up = NF-kB expression increase, human neuronal cells. NF-kB reporter expression; hits give high values. fold change at 12.5 µM. 190,000 compounds, 1.6% hits. AID 1239; in the data active means fold change above about 3.3
APP 5UTR inh = APP translation inhibition | SH-SY5Y APP 5'UTR-luciferase reporter, luminescence | inhibition, % at 2 µM | AID 1285 | 190,000 compounds, 0.82% hits;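 active means inhibition above a set limit, derived from the sample mean plus 3 SD, cut at about 45% in these data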; further: values of inactives mirror those of a sister screen read the other way
G6PDH counter = L. mesenteroides G6PDH inhibition counter-screen; 200,000 compounds, 0.12% hits; AID 1020; Purified L. mesenteroides G6PDH, diaphorase/resazurin coupled fluorescence, 45 min; inhibition, % at 5 µM; in the data active means inhibition above about 50%
An asterisk follows results filed as active; . = no result given.

compound | Diaphorase inh | STAT1 act | TLR4-MyD88 BLA | FLuc inh counter | FLuc stim CS | Diaph act CS | APP 5'UTR act | NF-kB expr up | APP 5UTR inh | G6PDH counter
CC(OC(=O)C1=COCCO1)C(=O)Nc1ccccc1C#N (stereo unspecified) | 4 | 105 | 18 | -10 | 1.1 | 1 | -4 | 0.99 | 4 | 2
Cc1c(NS(=O)(=O)c2ccc(N(C)C3CCCCC3)c([N+](=O)[O-])c2)c(=O)n(-c2ccccc2)n1C | 9 | 87 | 7 | 0 | 1 | 0.9 | -14 | 0.84 | 14 | -9
CCCOc1ccc(C(CC(=O)O)NC(=O)C23CC4CC(CC(C4)C2)C3)cc1 (stereo unspecified) | 6 | 96 | 2 | 1 | 1 | 0.9 | -11 | 0.84 | 12 | 1
COC(=O)CNC(=O)CN1c2cccc3cccc(c23)S1(=O)=O | 4 | 96 | 7 | -9 | 1.1 | 1 | 4 | 1 | -4 | 6
O=C1/C(=C/N(C(=O)c2ccco2)c2ccc(Br)cc2)Sc2ccccc21 | 7 | 126 | -15 | 83* | 0.2 | 0.9 | 38 | 2.3 | -38 | 2
CCn1c(SCc2nc3ccccc3[nH]2)nnc1-c1ccncc1 | 3 | 92 | 0 | -6 | 1.1 | 1 | -16 | 1.1 | 16 | 2
Cn1c(SCC(=O)N2CCN(c3ccccc3)CC2)nnc1-c1ccco1 | 9 | 95 | 9 | -4 | 1 | 0.9 | -9 | 1.1 | 9 | 1
CCOc1ccc(OCc2ccc(C(=O)N3CCCC3)o2)cc1 | 18 | 93 | 8 | 1 | 1 | 0.8 | 19 | 1.1 | -20 | 26
COC(=O)c1ccccc1NC(=O)NCc1ccc2c(c1)OCO2 | 10 | 100 | 21 | 29 | 0.7 | 0.9 | 3 | 1 | -3 | -4
CN(C)/C=N/c1sc2c(c1C#N)CC(C)(C)NC2(C)C | 6 | 97 | -10 | 0 | 1 | 0.9 | 8 | 1 | -8 | 1
CC(=O)c1ccc(OC(C)C)c(CSc2nc(O)cc(=O)[nH]2)c1 | 18 | 103 | 0 | -2 | 1 | 0.8 | 8 | 1 | -8 | 7
OCC1(Cc2ccccc2)CCCN(Cc2ccn[nH]2)C1 (stereo unspecified) | 6 | 104 | 2 | -2 | 1 | 0.9 | 25 | 1.1 | -25 | 6
CCOC(=O)c1cc2sc(C)cc2n1C(C)C(=O)OCC (stereo unspecified) | 9 | 98 | 1 | -8 | 1.1 | 0.9 | 2 | 1.1 | -2 | 5
COc1ccc(C(=O)c2ccc(Cl)c([N+](=O)[O-])c2)cc1 | 16 | 96 | -3 | -4 | 1 | 0.8 | -95 | 3.6* | 95* | 6
O=C(NCc1ccc(F)cc1)c1cc2ccccn2n1 | 5 | 97 | 12 | 0 | 1 | 0.9 | 2 | 1.3 | -2 | 6

Further compounds.
compound | Diaphorase inh | STAT1 act | TLR4-MyD88 BLA | FLuc inh counter | FLuc stim CS | Diaph act CS | APP 5'UTR act | NF-kB expr up | APP 5UTR inh | G6PDH counter
COc1ccc2c(CCNC(=O)Nc3ccccc3)c[nH]c2c1 | -1 | 98 | 0 | -8 | 1.1 | 1 | -3 | 0.99 | 3 | 10
O=C(NCCO)NC(=S)c1ccccc1 | 12 | 102 | 2 | -3 | 1 | 0.9 | . | 1.1 | . | -3
CCC1c2ccc(C)n2CCN1C(=O)Nc1ccccc1C(=O)OC (stereo unspecified) | 4 | 97 | 3 | 2 | 1 | 1 | 2 | 0.94 | -2 | -7
CN(C(=O)c1ccno1)c1nnc(-c2ccccn2)s1 | . | 99 | 13 | . | . | . | 2 | 1.5 | -2 | .
O=C(CSc1nc2ccccc2s1)Nc1cc(C(=O)O)cc(C(=O)O)c1 | 62* | 105 | 8 | -3 | 1 | 0.4 | 2 | 1.2 | -2 | 7
Cc1nnc(SCC(=O)N2CCOCC2)[nH]c1=O | 9 | 93 | -20 | -8 | 1.1 | 0.9 | -12 | 0.98 | 12 | 15
O=C(CSc1ccc2ccccc2c1)NCc1cccs1 | 11 | 102 | -73 | 5 | 1 | 0.9 | 21 | 1.1 | -21 | 7
C=CCNc1nc2ccccc2c(=O)[nH]1 | 1 | 104 | 6 | -3 | 1 | 1 | -12 | 1.2 | 12 | 4
Cn1cc(CC(=O)N2CCN(c3ccc(Cl)cc3)CC2)c2ccccc21 | 15 | 111 | 4 | -2 | 1 | 0.9 | 0 | 0.88 | 0 | 0
CCC(=O)n1nc(-c2ccc(Cl)cc2)nc1SC | 8 | 113 | -10 | -1 | 1 | 0.9 | 21 | 2 | -21 | 4
NC(=O)C1CCN(C(=O)CNC(=O)c2ccccc2)CC1 | 2 | 101 | 7 | -4 | 1 | 1 | 40 | 1.2 | -40 | 4
Cc1cc(C)c(S(=O)(=O)c2ccccc2Cl)c(Cl)n1 | 7 | 101 | -1 | -7 | 1.1 | 0.9 | 21 | 1.2 | -21 | 6
CN(CC(=O)O)S(=O)(=O)c1ccc(F)cc1 | 8 | 101 | -2 | -5 | 1.1 | 0.9 | 6 | 1 | -6 | 3
CCCN1C2=C(C(=O)CC(C)(C)C2)C(c2ccc(F)cc2)C2=C1c1ccccc1C2=O (stereo unspecified) | 23 | 92 | 3 | -4 | 1 | 0.8 | 10 | 0.99 | -10 | 9
Cc1cccc(C)c1NC(=O)C(c1ccccc1)N1CCN(C(=O)c2ccco2)CC1 (stereo unspecified) | 12 | 105 | -11 | -5 | 1.1 | 0.9 | -5 | 1.2 | 5 | -7

The list goes on:
compound | Diaphorase inh | STAT1 act | TLR4-MyD88 BLA | FLuc inh counter | FLuc stim CS | Diaph act CS | APP 5'UTR act | NF-kB expr up | APP 5UTR inh | G6PDH counter
CC(=O)N1CC(c2ccccc2)C(c2ccc(Cl)cc2)=N1 (stereo unspecified) | 17 | 96 | -6 | -2 | 1 | 0.8 | -2 | 1 | 2 | 5
CC(C)OC(=O)CN1C(=O)C(C)(C)Oc2ccc(C(=O)NC3CC3)cc21 | -5 | 103 | -2 | -2 | 1 | 1.1 | -9 | 1.1 | 9 | 16
CCOC(=O)C1=C(C)Nc2nc3ccccc3n2C1c1ccncc1 (stereo unspecified) | 6 | 100 | 7 | -5 | 1 | 0.9 | 13 | 0.87 | -13 | 10
Cc1cc(C)cc(NC(=O)/C=C/c2ccc([N+](=O)[O-])s2)c1 | 5 | 88 | 2 | -8 | 1.1 | 0.9 | -53 | 1.1 | 53* | -1
O=C(Nc1nsc(-c2ccccc2)n1)c1cccs1 | 2 | 148* | 6 | 79* | 0.2 | 1 | 149* | 4.2* | -149 | 12
CC(C)NC(=O)COC(=O)C1CSC2(c3ccc(Br)cc3)CCC(=O)N12 (stereo unspecified) | 10 | 98 | -26 | -10 | 1.1 | 0.9 | 11 | 1.1 | -11 | 9
Cc1cc(/C=C(\C#N)C(=O)NC2CCCCCC2)c(C)n1C | 2 | 97 | -14 | 1 | 1 | 1 | 26 | 1.8 | -26 | 0
COC(=O)c1ccc(CSc2nc(-c3ccco3)cc(C(F)(F)F)n2)o1 | 19 | 96 | -14 | 0 | 1 | 0.8 | 12 | 0.79 | -12 | -2
[O-]/[N+](=C\c1ccccc1)[C@@H]1CCCC[C@@H]1/[N+]([O-])=C/c1ccccc1 | 23 | 82 | -10 | -4 | 1 | 0.8 | 11 | 1.2 | -11 | 2
O=C(O)C1CCN(c2ccc(S(=O)(=O)N3CCOCC3)cc2[N+](=O)[O-])CC1 | -4 | 99 | -2 | -3 | 1 | 1 | 6 | 0.84 | -6 | 5
CCOc1ccc(OCC)c(NC(=O)CSCC(=O)O)c1 | -4 | 98 | 4 | -4 | 1 | 1 | -1 | 1.5 | 1 | 6
CC1CCc2c(sc3nc(CN4CCN(S(=O)(=O)c5ccccc5[N+](=O)[O-])CC4)[nH]c(=O)c23)C1 (stereo unspecified) | 24 | 108 | -9 | -6 | 1.1 | 0.8 | 6 | 1.2 | -6 | -9
O=C(Nc1ccccc1[N+](=O)[O-])C1C(c2ccccc2)=C1c1ccccc1 | 15 | 99 | 5 | -6 | 1.1 | 0.9 | -6 | 1.2 | 6 | 8
NS(=O)(=O)c1ccc(NS(=O)(=O)/C=C/c2ccccc2)cc1 | 16 | 108 | -9 | -4 | 1 | 0.8 | 25 | 0.83 | -25 | 2
O=C(CNC(=S)N(CCCN1CCOCC1)Cc1cccs1)NCCN1CCOCC1 | 5 | 105 | -6 | -8 | 1.1 | 0.9 | -9 | 1 | 9 | -3

Records listed so far printed as active in APP 5'UTR act:
canonical_smiles | STAT1 act | TLR4-MyD88 BLA | APP 5'UTR act | NF-kB expr up | APP 5UTR inh
O=C(Nc1nsc(-c2ccccc2)n1)c1cccs1 | 148* | 6 | 149* | 4.2* | -149

Rewritten with each value named: two of the compounds above
Cc1cc(/C=C(\C#N)C(=O)NC2CCCCCC2)c(C)n1C
- Diaphorase inh: 2
- STAT1 act: 97
- TLR4-MyD88 BLA: -14
- FLuc inh counter: 1
- FLuc stim CS: 1
- Diaph act CS: 1
- APP 5'UTR act: 26
- NF-kB expr up: 1.8
- APP 5UTR inh: -26
- G6PDH counter: 0
CCOc1ccc(OCC)c(NC(=O)CSCC(=O)O)c1
- Diaphorase inh: -4
- STAT1 act: 98
- TLR4-MyD88 BLA: 4
- FLuc inh counter: -4
- FLuc stim CS: 1
- Diaph act CS: 1
- APP 5'UTR act: -1
- NF-kB expr up: 1.5
- APP 5UTR inh: 1
- G6PDH counter: 6

Later entries
compound | Diaphorase inh | STAT1 act | TLR4-MyD88 BLA | FLuc inh counter | FLuc stim CS | Diaph act CS | APP 5'UTR act | NF-kB expr up | APP 5UTR inh | G6PDH counter
CSCC[C@H](NC(=O)OC(C)(C)C)c1nnc(SCc2ccc(F)cc2)o1 | 16 | 104 | -9 | -3 | 1 | 0.8 | -13 | 0.76 | 13 | 8
O=C(NC1CCCC1)C1CC(=O)N(C2CCCCCCC2)C1 (stereo unspecified) | 9 | 96 | -13 | -9 | 1.1 | 0.9 | 7 | 1.1 | -7 | 4
Cc1ncoc1C(=O)Nc1cccc(Cl)c1 | 13 | 128 | -6 | 6 | 0.9 | 0.9 | 15 | 1.6 | -15 | 19
COc1cc2c(cc1OC)CN(C(C)C(=O)N1CCc3ccccc31)CC2 (stereo unspecified) | 15 | 105 | 10 | -5 | 1.1 | 0.9 | -2 | 0.86 | 2 | -6
C[C@@H]1CN(Cc2cn(C)nc2-c2cccc(Cl)c2)C[C@H](C)O1 | 2 | 98 | -1 | -6 | 1.1 | 1 | 10 | 1.2 | -10 | 7
Cc1ccc(NC(=S)NC(NC(=O)Cc2cccc3ccccc23)C(Cl)(Cl)Cl)cc1 (stereo unspecified) | -7 | 104 | -3 | 0 | 1 | 1.1 | -3 | 0.9 | 3 | 1
Fc1ccc(CSc2nc3ccccc3[nH]2)c2ccccc12 | 21 | 105 | 8 | 0 | 1 | 0.8 | -3 | 1.1 | 3 | 3
Cn1ccc(O)c(C#N)c1=O | -7 | 105 | -6 | -2 | 1 | 1.1 | -5 | 1.2 | 5 | -5
CC(CN(C)Cc1ccccc1)OC(=O)C1COc2ccccc2O1 (stereo unspecified) | 17 | 97 | -7 | -3 | 1 | 0.8 | . | 1.2 | . | 8
